bCat nuc transl: beta-catenin nuclear translocation modulation | HeLa beta-catenin nuclear translocation, immunofluorescence imaging | nuclear translocation activity, % at 5 µM | actives 0.3% (n = 190,000);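 active = nuclear translocation activity above 50% at 5 µM, with a well cell count of 50 or more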;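 also: per-cell ratio of nuclear to cytoplasmic median beta-catenin stain intensity; plate controls were DMSO negative control for no effect and GSK-3 inhibitor IX positive control for full effect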
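Test system: human HeLa cell line; Doses: 5 µM primary, 0.02–20 µM confirmation; Incubation: 24 h compound exposure, 37°C; Detection: beta-catenin immunofluorescence imaging with DAPI; Read-out: beta-catenin nuclear/cytoplasmic ratio, % activation.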
Yfh1-depleted yeast: mitochondrial function rescue without frataxin homolog – Friedreich's ataxia, plus single-dose screen, dose response (AID 1465); S. cerevisiae Yfh1-off respiration, WST-1 reduction, 72 h; higher fold induction means a stronger effect; fold induction at 50 µM, or EC50 in µM where a hit was titrated; actives 0.074% (n = 220,000);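 active = fold induction of absorbance versus untreated yeast above a set limit, then at least 30% activation at any dose in follow-up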;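 also: activators that raise dye reduction in frataxin-depleted yeast; strong numbers were not always called active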
NOD1 NF-kB reporter: inhibition of NOD1-driven NF-kB reporter – cell-based, luminescence, uHTS, primary screen (AID 1578). NOD1-driven NF-kB luciferase reporter cells, luminescence; higher % means a stronger effect. inhibition, % at 4 µM; hits with a dose series show EC50 in µM. actives 1% (n = 290,000); in the data active = inhibition mostly above about 36%, no sharp cut-off; inactive = mostly below about 34%;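 also: HEK-293T reporter cells stimulated with the NOD1 agonist gamma-tri-DAP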
Ins promoter up: MIN6 insulin promoter up-regulation | z-score at 5 µM | MIN6 insulin promoter-GFP reporter, high-content imaging; hits give high values | actives 0.3% (n = 190,000);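 active = z-score above 3 at 5 µM with at least 500 cells counted in the well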
MT stabilizer: microtubule stabilization, imaging screen. HeLa tubulin immunostaining HCS, 24 h; share of cells brighter than vehicle mean+2SD. % tubulin-high responders, % at 10 µM. actives 0.83% (n = 200,000);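 active = plate Z-score above 3 for both tubulin-high and condensed-nucleus cell shares, with cell loss under 80%, at 10 µM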;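 also: anti alpha tubulin signal scored within the nucleus-defined area of each cell; some results filed as inactive read as strong as hits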
HEK293 NOD2/NF-kB: inhibition of NOD2-driven NF-kB reporter – cell-based, luminescence, uHTS, HEK293 (AID 1566); HEK293 NOD2/NF-kB luciferase reporter, luminescence; higher % means a stronger effect; inhibition, % at 4 µM, or EC50 in µM where a hit was titrated; actives 0.63% (n = 290,000); in the data active = inhibition above about 50%; also: many of its hits are not listed in these tables
M17LAP inhibition: P. falciparum M17LAP inhibitors, primary screen, biochemical, fluorogenic H-Leu-NHMec substrate, 1536-well (AID 1619). actives 0.38% (n = 220,000). recombinant M17LAP, H-Leu-NHMec fluorogenic kinetic assay; higher % means a stronger effect. inhibition, % at 30 µM, or IC50 in µM where a hit was titrated;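 active = compound inhibiting the enzyme by more than half at any dose during confirmatory dose-response retesting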;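 also: plate controls were full reaction with DMSO carrier for no effect and no enzyme background for full effect; strong numbers were not always called active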
Dynein transport: blocks dynein driven cargo transport along microtubules; 3617.4 mouse cells, GR-EGFP nuclear translocation imaging; test concentration mostly 20 µM; stimulated with dexamethasone, 1 µM; hits give low values; z-score, hits read low; actives 0.47% (n = 220,000);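 active = plate z-score of nuclear minus cytoplasmic receptor signal below a set negative limit, without overly bright fluorescence or cell loss, cut at about -3.5 in these data, passing the limit was not always enough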;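 also: z-score of nuclear minus cytoplasmic ring GR-EGFP intensity difference per well; some compounds called inactive have numbers as strong as hits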
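Buffer or medium: tet-free medium with charcoal-stripped serum / Also added: dexamethasone agonist, 1.0 µM final, for 30 min / Timing: induction 48 h, compound 1 h, agonist 30 min / Measured by: high-content fluorescence imaging after fixation / Read-out: nuclear-to-cytoplasmic GR-EGFP distribution per well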
Autophagy mod: alters autophagy in cells; actives 0.98% (n = 190,000); AID 463193; MEF GFP-LC3 puncta imaging; test concentration mostly 10 µM; calls only at 10 µM (by protocol);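 active = percentage of spot-positive cells more than 3 SD above its plate mean, without a fluorescence outlier flag or 80% toxicity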;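 also: spot-positive cell cutoff set from DMSO-treated cells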
Dynein transport cytoplasmic EGFP: recorded beside Dynein transport, whose call it bears; z-score; measured here: cytoplasmic GR-EGFP intensity; hits give high values
Dynein transport nuclear GR-EGFP: also measured in Dynein transport; calls as there; z-score; measured here: nuclear GR-EGFP intensity;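 lower value marks the stronger effect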
Dynein transport cell count: second read-out of Dynein transport, no call of its own (marks repeat the call); z-score; measured here: cell count per field
Ins promoter up cell count: second read-out of Ins promoter up, no call of its own (marks repeat the call); cell count; measured here: cytotoxicity, nuclei count;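 total cells summed across four imaged fields per well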
bCat nuc transl cell count 5 µM: further read-out of bCat nuc transl, marked with its call; cell count; measured here: cell count, cytotoxicity flag
MT stabilizer Hoechst-high %: second read-out of MT stabilizer, no call of its own (marks repeat the call); % Hoechst-high responders; measured here: nuclear condensation Hoechst responders;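 share of cells brighter than vehicle mean plus two SD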
MT stabilizer cytotoxicity %: further read-out of MT stabilizer, marked with its call; toxicity, %; measured here: cytotoxicity by cell density;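 0% = mean cell density of plate MIN control wells and 100% = no cells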
Autophagy mod cell loss 18 h: second read-out of Autophagy mod, no call of its own (marks repeat the call); toxicity, %; measured here: cell loss, nuclei count;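 cell loss after 18 h compound exposure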
Active calls of the source: *; i = inactive; · = not tested or not shown. An excerpt; rates above refer to the full screens.

SMILES	bCat nuc transl	bCat nuc transl cell count 5 µM	Yfh1-depleted yeast	NOD1 NF-kB reporter	Ins promoter up	Ins promoter up cell count	MT stabilizer	MT stabilizer Hoechst-high %	MT stabilizer cytotoxicity %	HEK293 NOD2/NF-kB	M17LAP inhibition	Dynein transport	Dynein transport cytoplasmic EGFP	Dynein transport nuclear GR-EGFP	Dynein transport cell count	Autophagy mod	Autophagy mod cell loss 18 h
CCOc1cnn(-c2cc(Oc3ccc(C)cc3)ncn2)c(=O)c1Cl	·	·	i	2%	0.1	981	1.5	1.5	19	12%	-2%	-0.3	-0.032	0.066	0.47	i	-25
CCCc1nnc(NC(=O)CCC(=O)N2CCN(S(=O)(=O)c3ccc(F)cc3)CC2)s1	-1.3	1342	i	-2%	-0.6	1119	·	·	·	-49%	-5%	1.2	0.21	0.97	-1.1	·	·
Cc1cc(C#N)c(C)n1-c1cc(S(=O)(=O)N2CCOCC2)ccc1N1CCCC1	-3.1	1200	i	-7%	-0.2	1268	2.5	1.2	5.1	-8%	4%	2	0.21	0.94	-1.6	i	32
Cc1ccc(NCC(=O)N/N=C/c2ccc(OC(=O)c3ccco3)cc2)cc1	0.0	1350	i	10%	-0.1	1689	1.4	1.3	8.5	-29%	-2%	-0.42	1.8	-0.0097	0.27	i	-3
COc1ccc(-n2c(Cc3cccn3C)nnc2SCC(=O)NCCc2ccccc2)cc1	1.7	1423	i	-16%	-0.87	1209	6.4	4.0	9.1	16%	-5%	-0.26	-0.077	0.13	0.59	i	5
O=C(NCCCn1ccnc1)c1cc2c(s1)CCCCC2	-0.1	1365	i	-18%	-0.31	1228	2.8	1.9	6.5	6%	-6%	-0.11	-0.25	-0.032	1.4	i	6
N/C(=N\OC(=O)Cc1ccc(Cl)cc1)c1cccnc1	-0.1	1367	i	8%	0.23	1650	2.9	1.5	5.8	12%	-6%	-0.021	-0.18	0.7	-0.27	i	13
O=C(N[C@@H](Cc1ccccc1)C(=O)OCc1ccccc1)c1nc[nH]c1C(=O)NCc1ccccc1	-4.5	1209	i	-15%	0.35	1517	1.7	1.4	7.0	-2%	-2%	-0.38	-0.07	0.11	-0.3	i	-10
O=C(CN(Cc1ccc(F)cc1)C(=O)Cn1nnc2ccccc21)NCC1CCCO1 (stereo not given)	-0.6	1228	i	-28%	·	·	1.6	1.7	6.9	-5%	2%	-0.69	-0.23	-0.18	0.28	i	4
O=C(CCCc1ccccc1)NCCC1=CCCCC1	0.1	1499	i	-45%	0.62	1437	3.4	3.0	6.3	-76%	-1%	-0.35	-0.29	-0.19	-0.17	i	-3
Cc1sc(NC(=O)c2cccs2)c(C(N)=O)c1C	0.7	1150	i	-34%	-0.23	1266	9.8	2.2	7.5	-47%	18%	-1.1	-0.21	-0.3	1.3	i	22
O=C(CSc1ccccc1)NCCSCc1ccccc1	-5.1	586	i	-36%	-0.25	1317	2.4	2.7	4.9	-32%	-1%	-0.26	-0.25	-0.12	0.49	i	2
Cc1ccc(/C=C(\C#N)c2nn(-c3ccccc3)c(N)c2C#N)cc1	0.1	1097	i	11%	1.3	1507	3.4	1.9	2.6	21%	-6%	-0.53	-0.21	-0.22	0.43	i	6
O=C(NC1CCCC1)c1nc2c(nnn2Cc2cccc(Cl)c2)c(=O)[nH]1	0.6	1128	i	-8%	0.64	1197	3.3	2.0	5.5	-18%	27%	-1	-0.21	-0.2	1	i	8
Cn1cc2ccc([N+](=O)[O-])cc2n1	-0.1	1269	i	-6%	0.38	1122	·	·	·	8%	16%	-0.45	-0.21	0.63	-0.16	·	·
CCn1c(SCC(=O)N2CCC(C)CC2)nnc1-c1ccc(S(=O)(=O)N2CCN(C)CC2)cc1	5.4	949	i	11%	-0.02	872	1.3	0.8	3.5	13%	4%	0.17	0.37	0.66	-1.1	i	1
COc1ccc(CN2C(=O)c3ccccc3C2=O)cc1C(=O)Nc1ccccc1N1CCOCC1	-4.5	1076	i	-38%	-0.87	1294	2.5	1.9	2.2	3%	0%	0.16	-0.2	0.52	0.46	i	8
CCOC(=O)CCCOC(=O)c1ccc(S(=O)(=O)N(C)C)cc1	-3.5	1232	i	-18%	0.85	1153	3.1	1.5	3.8	18%	-5%	0.43	-0.3	-0.63	0.64	i	1
CCCCOn1c(C)c(C(=O)OCC)c2c3nonc3ccc21	·	·	i	·	·	·	1.4	2.4	7.9	·	·	0.92	-0.12	0.8	0.65	i	5
O=C(Nc1cc2c(oc1=O)CCCC2=O)c1cccc(Cl)c1	·	·	i	8%	·	·	1.5	1.8	4.7	20%	9%	-0.75	-0.22	-0.73	0.93	i	4
Cc1nn(-c2ccccc2)c(Cl)c1C(=O)OC(C)C(=O)NC(=O)NC1CCCCC1 (stereo not given)	-2.4	748	i	-2%	1.2	912	4.0	1.0	2.7	3%	-1%	0.67	-0.19	0.27	-0.32	i	9
O=S(=O)(c1c(F)cccc1F)N1CCN(C(=S)NCc2ccc3c(c2)OCO3)CC1	1.1	1005	i	-15%	-0.43	1214	3.5	3.1	9.0	6%	-10%	1.4	-0.19	0.92	-1.3	i	25
Cc1ccc(C(=O)Nc2ccc3[nH]c(=O)[nH]c3c2)c(C)c1	0.1	1026	i	-30%	-0.05	1376	2.1	1.3	3.7	0%	-4%	-1.2	-0.061	-0.42	0.56	i	-20
C=CCNC(=O)CC(=O)N/N=C/c1ccccc1F	-0.2	1284	i	19%	-0.01	1182	4.1	1.6	5.8	-1%	19%	0.37	-0.15	0.52	-0.048	i	16
c1csc(-c2nnc3ccccn23)c1	·	·	i	-23%	·	·	3.6	1.4	3.5	4%	-1%	0.63	-0.24	0.47	-0.089	i	-8
CCO[C@@H]1OC(C(=O)N2CCOCC2)=C[C@H](c2coc3ccccc3c2=O)[C@H]1CCCO	-4.2	1249	i	-9%	-0.3	1487	1.4	0.8	3.8	4%	-1%	-0.61	-0.25	-0.042	0.32	i	4
Cc1ccsc1C(=O)OCC(=O)NCC1CCCO1 (stereo not given)	0.6	1152	i	-6%	0.11	1060	3.3	1.8	6.4	12%	-5%	-0.38	-0.11	0.26	0.069	i	5
O=C1CCCN1CC(O)CS(=O)(=O)c1ccccc1 (stereo not given)	·	·	i	14%	·	·	2.9	1.9	5.1	10%	2%	-1.1	-0.2	-0.96	0.99	i	13
CC(C)c1ccc(NC(=S)NC2CC3C=CC2C3)cc1 (stereo not given)	0.6	1274	i	-10%	-0.11	989	·	·	·	-73%	12%	0.93	-0.19	1.1	-1.1	·	·
COC(=O)c1sc(=S)n(-c2cccc(Cl)c2)c1N	-0.1	1332	i	-7%	-0.08	1639	4.5	2.3	7.7	8%	-8%	-1.2	0.42	-0.6	1.7	i	9

Individual results from the list:
`CCO[C@@H]1OC(C(=O)N2CCOCC2)=C[C@H](c2coc3ccccc3c2=O)[C@H]1CCCO` @ bCat nuc transl cell count 5 µM = 1249
`CC(C)c1ccc(NC(=S)NC2CC3C=CC2C3)cc1` (stereo not given) @ Dynein transport = 0.93

Later entries:
SMILES	bCat nuc transl	bCat nuc transl cell count 5 µM	Yfh1-depleted yeast	NOD1 NF-kB reporter	Ins promoter up	Ins promoter up cell count	MT stabilizer	MT stabilizer Hoechst-high %	MT stabilizer cytotoxicity %	HEK293 NOD2/NF-kB	M17LAP inhibition	Dynein transport	Dynein transport cytoplasmic EGFP	Dynein transport nuclear GR-EGFP	Dynein transport cell count	Autophagy mod	Autophagy mod cell loss 18 h
CCOC(=O)c1c(-c2cccc([N+](=O)[O-])c2)csc1N	0.4	970	i	6%	·	·	2.7	1.8	3.0	10%	-15%	-0.65	-0.23	-0.58	0.6	i	-7
O=C(CSc1nnc(-c2ccco2)n1CC1CCCO1)N1CCCCC1 (stereo not given)	-0.6	1044	i	-20%	0.07	1994	2.1	2.1	7.7	-4%	0%	0.27	-0.3	0.32	0.69	i	-4
O=C(CCNc1n[nH]c(=O)[nH]c1=O)N/N=C\c1cccc(OCc2ccccc2)c1	-3.9	1144	i	-42%	0.17	1602	5.5	1.1	7.1	-13%	1%	-0.28	-0.24	-0.38	0.18	i	4
CCCC(=O)Nc1c(-c2ccccc2)c(=O)c(C)nn1-c1ccc(Cl)cc1	0.1	1101	i	-7%	-0.27	1538	2.2	3.2	11	12%	4%	2.9	-0.2	1.6	0.017	i	-9
Nc1nnnn1/N=C/c1cccs1	-2.1	1196	i	-12%	-0.35	973	5.4	2.2	8.2	9%	14%	-0.16	-0.1	0.37	-0.78	i	15
CC(=O)c1cc(-c2ccccc2)n(CCC(=O)NC2CCC(C)CC2)c1C (stereo not given)	-6.0	536	i	-23%	-0.51	1227	3.9	2.7	11	-1%	-1%	0.73	0.066	0.28	-0.64	i	3
C/C(=N\NC(=O)c1cc(-c2cccc([N+](=O)[O-])c2)n[nH]1)c1ccccc1O	-0.8	526	i	16%	0.16	1387	3.9	2.4	0.1	20%	8%	0.68	0.25	0.68	-0.38	i	14
COC(=O)c1sc(NC(=S)NC(=O)c2ccccc2)nc1C	-0.7	1039	i	-6%	0.12	1275	2.4	2.6	6.0	-9%	-9%	0.65	-0.2	0.24	-0.5	i	-3
CCN(CC)CCNC(=O)CCCCCn1c(=O)[nH]c2cc(C(=O)OC)ccc2c1=O	2.5	805	i	-1%	·	·	2.3	2.3	7.1	6%	-6%	-1.2	-0.13	-0.29	1.3	i	0
COc1ccccc1NC(=O)CNC(=O)c1ccccc1	2.5	907	i	-8%	-0.22	1142	3.6	2.0	5.0	19%	16%	-0.36	-0.24	-0.82	0.57	i	-6
CC(=O)C(C)Oc1cc(C)cc2oc(=O)c(C)c(C)c12 (stereo not given)	2.0	1090	i	-11%	-0.1	1182	5.6	3.8	12	12%	10%	-0.34	-0.18	-0.092	0.85	i	-6

Assay outcomes as filed in PubChem.
